CHO parental Ca – counter-screen: ATP calcium response change in parental CHO cells; parental CHO-K1, ATP-induced calcium, Fluo-8 fluorescence; inhibition, % at 5.6 µM; hit rate 0.63% among 330,000; AID 463079;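 active = inhibition above that plate's mean sample inhibition plus 3 SD, cut at about 26% in these data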;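 note: 0% = ATP-challenged DMSO wells and 100% = DMSO wells without ATP; some compounds past the cut are filed as inactive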
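Material: parental CHO cells / Compound: single nominal dose of 5.6 µM per compound / Signal: Fluo-8 fluorescence / Replicates: singlicate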
TAAR1 antag – human TAAR1 antagonism. Q96RJ0. CHO RD-HGA16 TAAR1, Fluo-8 calcium fluorescence, antagonist. inhibition, % at 3 µM. hit rate 1.5% among 360,000. AID 624466;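 active = inhibition above a per-plate cutoff, the mean inhibition of test compounds on that plate plus 3 SD, cut at about 49% in these data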;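 note: 0% = DMSO plus EC80 beta-PEA response and 100% = DMSO alone without agonist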
Target sequence (Q96RJ0 whole entry, looked up): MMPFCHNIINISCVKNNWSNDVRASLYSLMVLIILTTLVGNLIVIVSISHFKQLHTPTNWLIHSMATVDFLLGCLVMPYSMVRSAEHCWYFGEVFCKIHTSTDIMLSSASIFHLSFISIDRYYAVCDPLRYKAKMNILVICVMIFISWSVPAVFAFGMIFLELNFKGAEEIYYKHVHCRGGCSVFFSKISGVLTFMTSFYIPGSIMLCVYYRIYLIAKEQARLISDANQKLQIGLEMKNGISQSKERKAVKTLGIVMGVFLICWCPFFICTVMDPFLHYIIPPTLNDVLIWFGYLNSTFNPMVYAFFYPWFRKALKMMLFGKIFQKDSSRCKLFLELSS
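Material: RD-HGA16 CHO cells with stable hTAAR1 and Gα16; Dosing: single nominal final test compound concentration of 3 µM; Schedule: seeding 17-24 h prior, 75-min 37 °C, 30-min RT dye loading; Detection: kinetic Fluo-8 calcium fluorescence measurement; Measure: % inhibition from peak post-agonist over basal fluorescence ratio; Benchmarks: vehicle and agonist controls.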
CHO-K1 Ca antag – counter-screen for M1 antagonists: effect in parental CHO-K1 cells; ATP-induced calcium, Fluo-8 fluorescence; inhibition, % at 3 µM; hit rate 0.6% among 360,000; AID 602250;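 active = inhibition above a per-plate cutoff, the plate's mean sample inhibition plus 3 SD, cut at about 24% in these data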;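 note: 0% = DMSO plus EC80 ATP and 100% = DMSO alone without ATP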
M1 PAM parental – M1 PAM counterscreen hit in parental CHO-K1 cells. ATP EC20, Fluo-8 calcium fluorescence; 0% at ATP EC20, 100% at ATP max. activation, % at 3 µM. hit rate 0.02% among 360,000. AID 602247;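 active = activation above the run cutoff, the mean activation of all test compounds plus 3 SD, cut at about 40% in these data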;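 note: peak over basal fluorescence ratio in a 140 s read after ATP addition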
V1aR counter – counter-screen for oxytocin receptor agonists: human V1a receptor agonists; P37288; CHO-V1R cells, Fluo-8 calcium fluorescence, agonist mode; 0% DMSO, 100% 3 nM vasopressin; activation, % at 3 µM; hit rate 0.25% among 320,000;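 active = activation above the mean activation of all tested compounds plus 3 SD, per screening run, cut at about 20% in these data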;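 note: signal is peak over basal fluorescence ratio across a 100 second FLIPR read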
Target sequence (P37288 whole entry, looked up): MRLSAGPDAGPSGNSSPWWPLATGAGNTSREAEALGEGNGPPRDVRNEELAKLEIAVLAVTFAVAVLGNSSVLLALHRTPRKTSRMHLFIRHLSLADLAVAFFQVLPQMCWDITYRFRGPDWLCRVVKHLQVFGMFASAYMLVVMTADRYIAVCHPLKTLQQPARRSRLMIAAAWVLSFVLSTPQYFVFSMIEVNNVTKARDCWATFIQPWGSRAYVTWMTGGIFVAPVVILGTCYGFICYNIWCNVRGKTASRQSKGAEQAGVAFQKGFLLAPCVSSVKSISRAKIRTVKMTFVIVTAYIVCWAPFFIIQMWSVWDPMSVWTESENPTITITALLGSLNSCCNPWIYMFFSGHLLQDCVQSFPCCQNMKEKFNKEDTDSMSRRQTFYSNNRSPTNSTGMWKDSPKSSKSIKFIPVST
OXTR agonist – activates the human oxytocin receptor; activation, % at 3 µM; P30559; hit rate 0.32% among 320,000; CHO-OTR cells, Fluo-8 calcium fluorescence; normalized: DMSO 0%, oxytocin 100%; AID 2435;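 active = activation above the mean of all tested compounds plus 3 SD, cutoff set per screening run, cut at about 20% in these data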;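 note: peak over basal fluorescence ratio from a 100 s FLIPR kinetic read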
GPR7 antagonist – blocks human GPR7 receptor signaling | P48145 | GPR7-expressing cells, fluorescence antagonist assay | inhibition, % at 4.4 µM | hit rate 1.1% among 290,000 | AID 1861; in the data active = inhibition above about 16%, passing the limit was not always enough;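 note: cells stimulated with the agonist NPW; 0% = agonist with vehicle and 100% = vehicle without agonist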
M1 ag parental – counter-screen for M1 agonists: effect in parental CHO-K1 cells; Fluo-8 calcium fluorescence; scaled to maximal ATP response, vehicle zero; activation, % at 3 µM; hit rate 0.48% among 360,000; AID 602248; in the data active = activation above about 15%;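 note: untransfected CHO-K1 host cells lacking M1 receptor as counterscreen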
OXTR potentiator – potentiators of human oxytocin receptor; P30559; CHO-OTR cells, Fluo-8 calcium fluorescence, potentiator mode; 0% = oxytocin EC15, 100% = EC100; activation, % at 3 µM; hit rate 0.061% among 320,000;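 active = activation above that plate's cutoff, the mean activation of tested compounds plus 3 SD, cut at about 6.6% in these data, passing the limit was not always enough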;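 note: 100% uses oxytocin at 75 nM as the full agonist control; some results filed as inactive read as strong as hits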
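System: human OTR in CHO cells; Also added: sub-maximal oxytocin, roughly EC15; Timing: compound 6 min at room temperature before oxytocin, 100 s read; Technique: Fluo-8 intracellular calcium fluorescence, ex 470-495, em 515-575 nm; Controls: oxytocin EC15 low and EC100 high; Replication: singlicate.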
Starred values were filed as active, the others as inactive; · = no result given.

Compound,CHO-K1 Ca antag,GPR7 antagonist,OXTR potentiator,V1aR counter,TAAR1 antag,M1 PAM parental,CHO parental Ca,OXTR agonist,M1 ag parental
C=CCOCCN(C)C1=NS(=O)(=O)c2cc([N+](=O)[O-])ccc21,3,-3,-1,1.0,13,8,-3,1.5,2.7
CCCCc1ccc(NC(=S)NCc2ccccc2OC)cc1,1,18,-9,0.2,9,-9,-18,-2.6,-0.1
COc1ccc(OCCOC(=O)CNC(=O)c2ccc(C)cc2)cc1,-8,·,-9,-0.8,-2,18,-22,-2.1,0.7
CCN(C(=O)c1cc(Cl)ccc1OC)c1ccccc1C,-8,-2,1,-1.5,-10,20,-12,-2.1,0.7
CCOc1ccc(CCNC(=O)Cc2ccc(NC(=O)C3=C(C)OCCS3)cc2)cc1,-5,19,-1,1.8,2,-23,-7,0.1,0.5
COc1ccc2oc(C)c(C(=O)c3ccccc3)c2c1,-14,·,-1,-0.1,-10,13,-20,-2.9,0.6
O=C(CC(=O)N/N=C/c1ccc(Cl)cc1Cl)NCc1ccccc1,-7,-1,-8,0.8,8,15,3,0.1,0.5
O=C(NC1CCCCNC1=O)c1ccco1 (stereo not drawn),-5,-11,1,1.1,-12,13,0,0.7,-0.1
CCN(C[C@H]1N[C@@](Cc2ccccc2)(C(=O)OC)[C@H]2C(=O)N(C)C(=O)[C@@H]12)C(=O)Nc1ccc(C)cc1,-6,·,-1,1.3,-2,-11,-17,-1.1,-0.1
CCC(C)(C)n1nnnc1CN1CCN(C(c2ccccc2)c2ccccc2)CC1,9,-14,-9,-1.1,20,6,-25,-2.2,4.2
O=C1CC2CS(=O)(=O)CC2N1c1ccc(Cl)cc1Cl (stereo not drawn),2,0,0,0.6,-17,8,-2,0.8,1.0
CCO[C@@H]1OC(C(=O)N2CCN(Cc3ccc4c(c3)OCO4)CC2)=C[C@H](C)[C@H]1CCCO,14,-6,-8,0.2,7,-22,-12,0.2,-0.2
COc1cccc(NC(=O)COC(=O)c2ccco2)c1,-7,-7,-17,-0.1,1,25,-4,-0.2,0.7
Cc1cc(=O)n2nc(N3CCCC(C(=O)N4CCOCC4)C3)sc2n1 (stereo not drawn),-11,-1,-1,0.4,-13,18,-4,0.7,1.0
COc1ccc(-c2cc(=O)[nH]c(NCc3ccccc3)n2)cc1,-16,-12,-8,-0.8,3,30,-10,0.4,0.9
CN(C)S(=O)(=O)c1ccc2nnn(OCC(=O)NC34CC5CC(CC(C5)C3)C4)c2c1,-1,-15,-8,1.6,-7,6,-19,0.8,2.8
COc1cc(C(=O)COC(=O)C2CCN(c3ccc(C(F)(F)F)cn3)CC2)ccc1OC(F)F,-8,·,-11,2.3,13,-4,-4,2.9,2.8
O=C(/C=C\c1ccccc1)Nc1ccc(NC(=O)c2ccco2)cc1,-1,-10,-17,0.4,21,23,-5,0.1,3.4
CCC(=O)NC(Nc1cc(C)cc(C)n1)(C(F)(F)F)C(F)(F)F,15,-4,-2,-0.4,-7,5,-17,-1.8,0.3
Cc1ccc(NC(=O)CCC(=O)NNC(=O)NC23CC4CC(CC(C4)C2)C3)cc1C,-15,-10,-5,-0.9,-32,29,-12,-0.6,0.3
CN(C)S(=O)(=O)c1ccc(Cl)c(NC(=O)CSc2nnnn2-c2ccc(O)cc2)c1,-8,5,·,·,20,11,·,·,7.3
Cc1ccccc1-n1nc2c(c1NC(=O)c1ccc(S(=O)(=O)N(C)C)cc1)CSC2,-10,-3,-6,-0.2,-15,9,-4,-0.1,0.7
CC(C)COc1ccc(C(=O)N/C(=C/c2cccc([N+](=O)[O-])c2)C(=O)O)cc1,-20,-21,-1,-0.2,-2,14,-1,0.5,1.2
Cc1[nH]c2ccccc2c1C(=O)CN1CCCC1,-21,-9,5,-0.6,2,26,1,0.9,1.6
O=[N+]([O-])c1csc2ccccc12,-11,·,·,·,13,19,·,·,0.7
COc1ccc(CCNC(=O)COC(=O)c2cnccn2)cc1,2,-2,-4,-0.1,-4,17,4,-0.7,-0.4
O=C(Nc1ccc2c(c1)OCCO2)c1ccc(Cl)c(Cl)c1,9,-11,0,-0.2,8,-14,-7,-1.5,-0.6
Cc1cc2ncn(-c3ncccc3[N+](=O)[O-])c2cc1C,-5,-11,-4,1.9,-15,12,-13,0.9,1.4
Cc1ccccc1NC(=O)c1ccc(-c2ccc(Cl)cc2Cl)o1,-5,-3,-8,1.7,29,9,-30,2.1,0.3
CC(=O)Nc1cccc(NC(=O)CSc2ccc(-c3ccco3)nn2)c1,20,-15,-1,2.1,-7,-13,-13,-0.9,0.5

Following part
Compound,CHO-K1 Ca antag,GPR7 antagonist,OXTR potentiator,V1aR counter,TAAR1 antag,M1 PAM parental,CHO parental Ca,OXTR agonist,M1 ag parental
COc1ccccc1C(=O)NCC(=O)OCC(=O)Nc1cccc(S(=O)(=O)N2CCCCCC2)c1,-21,-8,-9,0.2,18,14,-28,-1.7,5.3
CCCCOc1ccc(NS(=O)(=O)c2ccc(-n3cnnn3)cc2)cc1,1,14,-11,8.8,-27,-4,-4,6.7,6.9
Cc1ccc(Cc2c(-c3cccc(Br)c3)nc3cc(C)c(Br)c(C)n23)cc1,9,·,·,·,-10,16,·,·,0.2
O=C1CCC(=O)N1c1nc2n(n1)C(c1ccccc1)C=C(c1ccc(Br)cc1)N2 (stereo not drawn),3,3,2,1.3,2,6,-18,1.0,0.9
COc1ccccc1N(C(=O)c1snc(C(N)=O)c1N)C(C(=O)NC1CCCC1)c1ccc2ncccc2c1 (stereo not drawn),-16,-17,4,0.0,10,11,-32,1.0,0.3
O=C(NCc1ccncc1)c1cc2ccccc2nc1Cl,-13,-9,-4,0.0,-20,22,-6,-0.5,1.3
CC1CCN(C(=O)c2ccc(-c3ccccc3Cl)o2)CC1,1,·,-10,-1.1,3,8,-9,-1.6,0.9
CCOC(=O)c1nn(-c2cccc(OC)c2)c2nc(Nc3ccccc3)cc(=O)n12,5,-6,-8,17,33,12,94*,18,2.2
CCCc1cc(=O)[nH]c(SCC(=O)Nc2cccc(S(=O)(=O)N3CCOCC3)c2)n1,-18,·,-4,-0.1,-13,16,-9,0.0,-0.7
O=C(CC1Oc2ccccc2NC1=O)NCCCN1CCOCC1 (stereo not drawn),8,-1,3,0.9,11,6,-4,1.4,0.3
Cc1cc(NC(=O)c2cc(-c3ccccc3)on2)n(-c2ccccc2)n1,-8,-1,-3,0.0,5,25,-7,-0.1,1.0
Cc1ccc2c(c1)N(CCCC(=O)NCCCN1CCCC1=O)C(=O)CO2,-6,1,-5,0.2,2,28,-1,-0.7,-0.6
CCN(c1ccc(F)cc1)S(=O)(=O)c1ccc2[nH]cc(C(=O)NCCCN3CCOCC3)c(=O)c2c1,-5,-12,-14,3.5,-11,-8,-4,-0.3,0.5
CC(C)C1C(=O)N(Cc2cn(Cc3ccco3)nn2)CCS(=O)(=O)N1Cc1ccc(-c2ccc(F)cc2)cc1 (stereo not drawn),2,·,·,·,-25,6,·,·,0.6
CCOc1ccc(C2c3[nH]c4ccccc4c3CCN2Cc2cn(CC)nc2C)cc1 (stereo not drawn),2,1,-9,-1.0,-39,3,-19,-0.5,-0.1
CCN(CC)S(=O)(=O)c1ccc(C(=O)OCC(=O)NCc2ccco2)cc1,-5,3,-2,1.0,-9,0,-6,1.5,0.2
COc1ccc(CCN(C)CCC(=O)Nc2cccc(C)c2)cc1OC,-4,-13,-3,0.5,-21,15,-21,0.8,1.2
CC/C(=N\NC(=O)OC)c1ccc(OC(F)F)cc1,-1,-4,0,-0.2,-4,-1,-9,-2.1,-0.2
COC(=O)C1CCN(C(=O)Nc2ccc(OC)cc2)CC1,-6,0,-3,-0.3,3,15,0,-0.7,0.7
CCCCc1nc2sc3c(SCC(=O)NCc4ccco4)ncnc3c2c2c1CCC2,5,-5,1,0.6,-6,4,-2,3.5,2.3
CCOC(=O)N1CCN(S(=O)(=O)c2cc(OCC)ccc2OCC)CC1,4,-1,-8,-1.0,-4,-4,-5,-1.3,1.3
Cc1c(NC2(C#N)CCCC2)c(=O)n(-c2ccccc2)n1C,-10,-16,-4,0.8,·,17,2,0.2,0.3
COc1cc2c(cc1OC)CN(CC(=O)NC(=O)NC(C)(C)C)CC2,-11,8,-13,1.3,-6,17,-13,-1.0,1.1
Cc1ccc(-c2nnc(CCC(=O)NCc3csc(C)n3)o2)s1,-5,1,-4,0.0,-17,9,-20,-0.7,0.0
COc1cc(F)c(S(=O)(=O)N2CCOc3ccccc32)cc1OC,-8,-15,-6,2.4,-9,6,-6,1.1,1.4
CC(=O)c1c(N2CCCCC2)nc(=S)n(-c2ccccc2)c1C,-5,-5,-17,-1.1,5,6,-18,-1.2,-0.1
COCCNC(=O)CSc1ncnc2sc(-c3ccccc3)cc12,-8,1,-8,0.8,4,23,-10,0.8,0.0
COc1ccc(CC(=S)N2CCOCC2)cc1,-15,6,-4,0.2,-3,21,-12,0.1,0.5
COC(=O)[C@H](C)NC(=O)NC1CCN(Cc2ccccc2)CC1,-11,-10,4,0.5,-13,23,-5,1.3,0.6
O=[N+]([O-])c1ccc(Nc2nccc(Cl)n2)cc1,-8,·,-5,1.0,-21,6,9,-1.1,0.7

Part of the list above with just M1 ag parental, OXTR potentiator and CHO parental Ca:
Molecule | M1 ag parental | OXTR potentiator | CHO parental Ca
CCN(c1ccc(F)cc1)S(=O)(=O)c1ccc2[nH]cc(C(=O)NCCCN3CCOCC3)c(=O)c2c1 | 0.5 | -14 | -4
CCN(CC)S(=O)(=O)c1ccc(C(=O)OCC(=O)NCc2ccco2)cc1 | 0.2 | -2 | -6

(list continues)
Compound,CHO-K1 Ca antag,GPR7 antagonist,OXTR potentiator,V1aR counter,TAAR1 antag,M1 PAM parental,CHO parental Ca,OXTR agonist,M1 ag parental
Cc1ccc(S(=O)(=O)N2CCC(C(=O)NCCN3CCOCC3)CC2)cc1,-1,·,·,·,-15,-8,·,·,-0.1
O=C(NCCCN1CCCC1=O)C1CCN(S(=O)(=O)c2ccc(Cl)cc2)CC1,0,·,0,0.9,7,-4,-7,0.4,0.2
COC(=O)C1C(O)=C(C=Nc2ccc(N)cc2)C(=O)CC1(C)C (stereo not drawn),-3,-11,-7,1.2,-19,9,-8,-0.1,0.3
CSCCC(NC(=O)c1ccco1)C(=O)NC1CCC(C)CC1 (stereo not drawn),-14,·,-5,0.4,-7,12,-9,-1.1,0.1
Cc1ccc(-c2csc3nc(-c4ccncc4)[nH]c(=O)c23)cc1,-20,-13,-6,7.6,-5,6,-5,6.7,9.2
